Screening results deposited in PubChem by National Center for Advancing Translational Sciences (NCATS).
TCR activator: activates T cell receptor signaling | Potency, µM (series often up to 9.22 µM), inactives show top-dose activation of IL-2 secretion, most hits filed as activators | 330,000 tested, under 10 active | primary human leukocytes, anti-CD3, IL-2 HTRF, 48 h; further: % of control where 0% means no effect
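Primary human leukocytes receive a-CD3 beads and test compound and are incubated 48 hr. Secreted IL-2 is then assayed by HTRF, measuring 665nm acceptor emission after 320nm excitation of the europium donor.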
Mito fusion act: mitochondrial division inhibition or fusion activation. 0.23% of 320,000 active. Potency, µM (top dose mostly 46.1 µM), for the others: at the top dose growth rescue (activation), actives largely listed as activators. S. cerevisiae fusion-defective mutant growth rescue, CellTiterGlo 48 h;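 further: potency means the concentration at half of the fitted maximal effect; % of control where 0% means no effect; nearly all actives have a fitted effect of over 45% in size; temperature-sensitive fusion mutants such as fzo1-1 at 37 °C on non-fermentable ethanol glycerol medium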
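Luminescent cell viability in 1536-well qHTS format served as the measure of rescued growth in ts fusion-mutant S. cerevisiae cultured on non-fermentable YPEG for 48 hours at 37C.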
Tb PFK inh: T. brucei PFK enzyme inhibition; 0.17% of 330,000 active; Potency, µM (doses to about 57.5 µM), inactives show at the top dose activity, negative = inhibition, actives largely listed as inhibitors; T. brucei PFK, ADP-Glo luminescence; AID 485367;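 further: potency means the concentration at half of the fitted maximal effect; 0% = uninhibited 1x PFK enzyme wells and -100% = no-enzyme wells; nearly all actives have a fitted effect of over 60% in size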
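Compounds were pin-transferred as a titration series up to 57 uM into substrate buffer (0.5 mM F6P, 0.1 mM ATP, pH 8.0), then 1.25 nM PFK was added and reactions ran 45 min before ADP-Glo detection.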
uPA generation: cell surface uPA generation inhibition; cell surface uPA generation assay, qHTS; Potency, µM (titrated, usually from 38.3 µM), inactives show top-dose activity change, negative = inhibition, usual class: inhibitors; 0.31% of 330,000 active; active means well fitted inhibition curve with a large enough effect; inconclusive means small, poorly fitted or top-dose-only effect; inactive means no such curve, though single readings can be large or run the other way; tested in mouse RAW 264.7 cells; further: potency means the concentration at half of the fitted maximal effect; on the % scale 0 is the no-effect control and ±100 the full control effect; nearly all actives have a fitted effect of over 55% in size
USP2a block: inhibitors of human ubiquitin-specific protease USP2a. O75604. USP2 core, Ub-CHOP2 coupled fluorogenic reporter, 485/531. Potency, µM (doses to about 38.3 µM), without a hit: at the top dose activity change, negative = inhibition, actives largely listed as inhibitors. 0.01% of 330,000 active;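 further: potency means the concentration at half of the fitted maximal effect; plate controls were DMSO wells for no effect and full inhibition by NEM control for full effect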
Target sequence (O75604 whole entry, looked up): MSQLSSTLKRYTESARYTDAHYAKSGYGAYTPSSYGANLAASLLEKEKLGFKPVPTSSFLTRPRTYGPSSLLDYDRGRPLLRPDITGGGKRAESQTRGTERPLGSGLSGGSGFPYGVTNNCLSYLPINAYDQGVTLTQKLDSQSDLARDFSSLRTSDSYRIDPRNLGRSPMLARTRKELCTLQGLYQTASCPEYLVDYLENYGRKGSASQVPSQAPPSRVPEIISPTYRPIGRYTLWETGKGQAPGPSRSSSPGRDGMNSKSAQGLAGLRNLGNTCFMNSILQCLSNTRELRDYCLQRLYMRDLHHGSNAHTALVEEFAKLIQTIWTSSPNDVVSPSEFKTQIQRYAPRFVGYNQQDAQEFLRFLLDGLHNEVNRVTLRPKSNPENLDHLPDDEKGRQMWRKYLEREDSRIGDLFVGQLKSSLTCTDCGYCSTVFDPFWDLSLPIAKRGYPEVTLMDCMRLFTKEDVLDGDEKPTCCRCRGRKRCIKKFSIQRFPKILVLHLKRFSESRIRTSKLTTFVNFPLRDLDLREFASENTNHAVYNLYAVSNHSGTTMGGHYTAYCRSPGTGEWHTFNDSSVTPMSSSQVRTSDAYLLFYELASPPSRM
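Deubiquitinase activity read as fluorescence (485/531 nm) after Ub-CHOP2 cleavage activates the enterokinase reporter on its substrate; USP2 core 10nM, Ub-CHOP2 and substrate 25nM each, 30min compound preincubation then 60min RT; data normalized to NEM, curves fitted.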
B2AR arrestin: agonists driving beta-arrestin recruitment to human beta2-adrenergic receptor. P07550. beta-arrestin recruitment to beta2AR, cell-based reporter. Potency, µM (series often up to 46.1 µM), for inactives: top-dose activation, usual class: activators. 0.02% of 330,000 active;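 further: potency means the concentration at half of the fitted maximal effect; 0% = DMSO controls and full agonism = EC100 isoproterenol or metaproterenol; nearly all actives have a fitted effect of over 65% in size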
Chronic BCR inh: inhibitors of chronic active B-cell receptor signaling; ABC-DLBCL IkBa-CBG/CBR reporter, luminescence ratio, 4 h; Potency, µM (series often up to 46.1 µM), inactives show at the highest dose ratio change, negative = lower green/red ratio, hits mostly inhibitors; 0.05% of 340,000 active; AID 493014; active means well fitted inhibition curve with a large enough effect in the signal ratio, with a control signal flat, not every such curve was filed as active; inconclusive means small, poorly fitted or top-dose-only effect, or effect the other way, or a change in a side signal; the % refers to the signal ratio;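 further: potency means the concentration at half of the fitted maximal effect; plate controls were basal doxycycline-induced cells for no effect and cells given 10 µM MG132 for full effect; MG132 reads +100%, hits lower the ratio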
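Cell line TMD8 (human ABC DLBCL), stably expressing tet-inducible CBG68-IkBa fusion and CBR; IMDM/0.5% FBS; cpd up to 46 uM; dox induction, 4 h, 37C/5% CO2; dual luminescence; green/red ratio; MG132 control.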
PTAP TSG101 blk: blocks PTAP/TSG101 interaction to inhibit HIV-1 budding. Q99816. Potency, µM (series often up to 115 µM), inactives show at the top dose activity change, negative = inhibition, most hits filed as inhibitors. Fluorescence polarization, FITC-PTAP peptide / Tsg101 binding. 340,000 tested, under 10 active. AID 493005; active means well fitted inhibition curve with a large enough effect in the main read-out, with a control signal flat, not every such curve was filed as active; inconclusive means small, poorly fitted or top-dose-only effect, or effect the other way, or a change in a side signal; inactive means no such curve, though single readings can be large or run the other way; further: potency means the concentration at half of the fitted maximal effect; % of control where 0% means no effect
Target sequence (Q99816 whole entry, looked up): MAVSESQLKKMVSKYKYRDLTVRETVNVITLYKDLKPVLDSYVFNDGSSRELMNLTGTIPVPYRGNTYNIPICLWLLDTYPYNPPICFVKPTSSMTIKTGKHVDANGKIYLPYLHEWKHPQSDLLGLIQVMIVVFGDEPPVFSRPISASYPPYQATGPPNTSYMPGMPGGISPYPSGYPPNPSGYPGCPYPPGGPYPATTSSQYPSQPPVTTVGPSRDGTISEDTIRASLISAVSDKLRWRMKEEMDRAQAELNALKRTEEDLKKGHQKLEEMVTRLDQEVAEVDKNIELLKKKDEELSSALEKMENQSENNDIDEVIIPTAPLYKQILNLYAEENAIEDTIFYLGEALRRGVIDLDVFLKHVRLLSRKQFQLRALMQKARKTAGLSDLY
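Steps: Tsg101 binding domain dispensed (10 uM final), compounds pinned in DMSO, FITC-labeled PTAP-motif peptide added (50 nM final); after 20 min binding at room temperature, polarization measured.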
TSHR antag: blocks TSH signaling through the human TSH receptor. P16473. TSHR-expressing cells, TSH-stimulated cAMP HTRF, 2 h; hits give low values. activity change, negative = inhibition, % at 11.5 µM. 0.2% of 330,000 active;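 active means activity change below a set negative limit, meaning inhibition stronger than a set level, cut at about -70% in these data; inconclusive means activity change between two set negative limits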; further: on the % scale 0 is the no-effect control and ±100 the full control effect
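Freshly harvested TSHR cells receive pin-tooled compound, then EC80 TSH at 4nM final. After 2 hours at 37 deg C, antibody in lysis buffer and cAMP-d2 are added; 30 minutes at ambient temperature precede the HTRF read.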
Eya2 phos inh: Eya2 (human) phosphatase inhibition | Potency, µM (highest dose often 76.9 µM), for inactives: at the top dose activity, negative = inhibition, actives largely listed as inhibitors | recombinant Eya2, OMFP fluorescence dephosphorylation (OMFP is methylfluorescein phosphate) | 0.006% of 330,000 active | O00167; further: potency means the concentration at half of the fitted maximal effect; on the % scale 0 is the no-effect control and ±100 the full control effect
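Eya2 (0.2 uM) preincubated 10 min at ambient with compound, then OMFP substrate added at 50 uM; 10 min reaction in 50 mM HEPES pH 7.5, 50 mM NaCl, 5 uM MgCl2, 0.05% BSA, 1 mM DTT. Fluorescence read at Ex 485/Em 525 nm.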
ELG1 repair inh: inhibitors of ELG1-dependent DNA repair in HEK293T cells | HEK293T ELG1-luciferase reporter, luminescence, 16 h; DNA damage induced by 5-fluorouridine | Potency, µM (doses to about 46.1 µM), without a hit: at the top dose activity change, negative = inhibition, actives largely listed as inhibitors | 2.3% of 330,000 active | AID 504467; further: potency means the concentration at half of the fitted maximal effect; on the % scale 0 is the no-effect control and ±100 the full control effect; nearly all actives have a fitted effect of over 55% in size
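Luminescence from the luciferase reporter, measured 30 min after ONE-Glo reagent at room temperature, was the read-out. Beforehand, 2,000 cells per well were exposed for 16 hr at 37 °C to 5-fluorouridine together with compound or vehicle.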
An asterisk follows results filed as active; ? = inconclusive; nt = no result given; & = joins results of further samples; [ ] = remark or other dose. Unless noted, the call rests on the fitted dose curve; in most records, active means well fitted curve in the direction sought with a large enough effect; inconclusive means small, poorly fitted or top-dose-only effect, or another doubt; inactive means no such curve, though single readings can be large; an effect the other way counts as inactive or inconclusive. Hits appear at their usual frequency (roughly 3% active in at least one column).

SMILES | TCR activator | Mito fusion act | Tb PFK inh | uPA generation | USP2a block | B2AR arrestin | Chronic BCR inh | PTAP TSG101 blk | TSHR antag | Eya2 phos inh | ELG1 repair inh
O=C(CCC(=O)OCC(=O)c1cccc([N+](=O)[O-])c1)NC1CCCCC1 | -8% | -3% | -3% | 1% | 2% | 0.2% | -1% | -13% | 3 | -2% | 0%
CC(=O)Oc1ccccc1-c1nc(/C=C/c2ccccc2)no1 | -23% | -6% | 1% | 2% | -2% | 0.1% | ? | 1% | -7 | -3% | ?
Cc1ccc(NC(=O)COC(=O)c2c(C)nn(-c3ccccc3)c2C)cc1 | -8% | 7% | -4% | -17% | 2% | -1.1% | -14% | -1% | 3 | -16% | -30%
CCC(Oc1ccccc1)C(=O)N1CC(C)CC(C)C1 (configuration not stated) | nt | 2% | -4% | 3% | 2% | 0.0% | 1% | -5% | -5 | -3% | -9%
COc1cc(C2C(C#N)=C(N)N(N(C)C)C3=C2C(=O)CCC3)cc(OC)c1OC (configuration not stated) | -2% | 2% | 4% | 6% | 2% | 0.1% | ? | -5% | 9 | -3% | 9%
O=c1cc(CSc2nnc(COc3ccccc3)o2)c2ccccc2[nH]1 | nt | 6% | 1% | 0% | 2% | -0.1% | -4% | -7% | -7 | ? | -15%
Nc1ccc(SC(F)(F)F)cc1C(=O)c1ccccc1 | -3% | 5% | 0% | 6% | -8% | 0.4% | 10% | -7% | -20 | 19% | 0%
CCOC(=O)N1CCC(N2Cc3cccc(C(=O)Nc4cccc(F)c4)c3C2=O)CC1 | 3% | -1% | -1% | 3% | -10% | -0.2% | 23% | -3% | -14 | -13% | ?
CN(Cc1nc2ccccc2n1C)C(=O)c1cccs1 | -4% | -5% | -1% | 1% | 2% | -0.2% | -1% | -1% | 16 | 13% | 11%
CCOC(=O)c1nnn2c3ccccc3c(=O)n(C)c12 | 0% | 0% | -2% | 3% | 0% | 0.0% | 10% | -1% | -2 | -1% | 7%
COCCOC(=O)c1c(C)oc2ccc(OC(=O)c3ccc4c(c3)OCO4)cc12 | 3% | ? | 5% | 1% | -2% | 0.0% | -2% | 0% | 0 | -25% | 16%
CCCc1nn2c(=O)c(C(c3ccc(C)cc3)c3c(O)nc4sc(CCC)nn4c3=O)c(O)nc2s1 | 2% | -2% | 4% | 5% | -1% | -1.1% | 11% | 0% | 6 | 19% | -3%
N[C@@H]1CONC1=O | nt | -7%&-1% | 4% | nt | 3% | -0.1% | 0% | nt | -15&5 | -1%&4% | nt
CCOc1ccc(NC(=O)CN(C)C(=O)Cn2cnc3c2c(=O)n(C)c(=O)n3C)cc1OCC | -3% | 1% | -2% | 5% | 0% | -0.5% | 5% | 0% | -7 | 3% | 16%
O=c1c2c3c(sc2nc2n1N=C(c1cccs1)CS2)CCCC3 | 5% | -1% | -3% | -5% | 3% | 0.2% | -3% | -3% | -3 | 15% | ?
Cc1nn2c(-c3cccc(NC(=O)CSc4nc5ccccc5o4)c3)nnc2c2ccccc12 | 11% | 7% | -9% | -6% | -11% | 0.4% | -8% | -2% | -2 | -12% | ?
Cc1cccc(C(=O)c2c(N)sc3c2CCC(C)C3)c1 (configuration not stated) | -4%[46.1 µM] | 2% | -4% | -5% | 0% | 5.2% | 13% | -1% | -22 | 1% | ?
CC(=O)c1ccc2noc(-c3ccc(F)cc3)c2c1 | 2% | -11% | 2% | -7% | 12% | -0.8% | -1% | -22% | -4 | 4% | -18%
O=C1CCC(C(=O)N2CCSCC2)CN1CCc1cccc(F)c1 (configuration not stated) | -2% | -1% | 1% | 0% | 2% | 0.0% | 0% | 0% | -4 | ? | -2%
CCNC(=S)N(CCN(C)C)Cc1cc2cc3c(cc2[nH]c1=O)OCO3 | -4% | -5% | -2% | 0% | 2% | 0.1% | 2% | -8% | 15 | -2% | -1%
O=C(COC(=O)c1nc(Cl)ccc1Cl)NCc1ccccc1 | 7% | -1% | -1% | 0% | 2% | -0.5% | 3% | -3% | -11 | 1% | ?
O=c1c2c3c(sc2nc2n1CCCCC2)CCC3 | 2% | 8% | -2% | -5% | 0% | 0.3% | ? | -2% | 20 | 6% | ?
Fc1ccc(/C=N\Nc2cccc(F)c2)cc1 | -2% | 1% | 3% | 3% | -1% | -1.2% | -5% | -3% | 10 | 3% | -4%
O=C(CCN1C(=O)/C(=C/C=C/c2ccccc2)SC1=S)Nc1cccnc1 | -5%[46.1 µM] | 8% | 0% | -12% | 4% | 1.5% | ? | -3% | -10 | 0% | ?
COc1ccccc1C(=O)N1CCN(C(=O)COc2cccc(C)c2)CC1 | 0% | -3% | -5% | -6% | -4% | 0.0% | 0% | -9% | 2 | 9% | 3%
CC(NC(=O)CSc1ccccc1)c1ccccc1 (configuration not stated) | -1% | -2% | 1% | ? | 2% | 0.1% | 3% | -6% | 5 | -6% | 2%
Clc1ccc(Nc2ccc(Cl)nn2)cc1 | 4% | 6% | -4% | 0% | 5% | 0.2% | ? | -3% | 21 | 0% | 0%
c1ccc(-c2ccc(-c3nc(-c4ccccn4)no3)cc2)cc1 | -4% | -9% | -18% | ? | 0% | -0.1% | -23% | -11% | -39 | -6% | ?
CC(=O)N1CCOc2ccc(S(=O)(=O)N(C)c3cccc(C)c3)cc21 | -14% | 2% | 5% | -14% | 3% | 0.2% | 3% | 2% | 7 | -16% | 3%
O=C(CCNC(=O)c1ccc(Cl)cc1)NC1CCCCCC1 | 0% | -8% | -2% | -6% | 2% | -0.1% | 3% | 0% | -1 | -3% | ?

Only TCR activator and uPA generation, for 4 of the compounds above:
| Structure | TCR activator | uPA generation |
| --- | --- | --- |
| O=C(COC(=O)c1nc(Cl)ccc1Cl)NCc1ccccc1 | 7% | 0% |
| O=c1c2c3c(sc2nc2n1CCCCC2)CCC3 | 2% | -5% |
| Fc1ccc(/C=N\Nc2cccc(F)c2)cc1 | -2% | 3% |
| O=C(CCN1C(=O)/C(=C/C=C/c2ccccc2)SC1=S)Nc1cccnc1 | -5%[46.1 µM] | -12% |

2 entries from above, in CSV form:
SMILES,TCR activator,Mito fusion act,Tb PFK inh,uPA generation,USP2a block,B2AR arrestin,Chronic BCR inh,PTAP TSG101 blk,TSHR antag,Eya2 phos inh,ELG1 repair inh
CC(=O)N1CCOc2ccc(S(=O)(=O)N(C)c3cccc(C)c3)cc21,-14%,2%,5%,-14%,3%,0.2%,3%,2%,7,-16%,3%
O=C(CCNC(=O)c1ccc(Cl)cc1)NC1CCCCCC1,0%,-8%,-2%,-6%,2%,-0.1%,3%,0%,-1,-3%,?

Continued:
SMILES | TCR activator | Mito fusion act | Tb PFK inh | uPA generation | USP2a block | B2AR arrestin | Chronic BCR inh | PTAP TSG101 blk | TSHR antag | Eya2 phos inh | ELG1 repair inh
CCOc1ccc(/C(O)=C2/C(=O)C(=O)N(c3ccccn3)C2c2ccc(F)cc2)c(C)c1 (configuration not stated) | -1% | -8% | 4% | -2% | 2% | 4.2% | -1% | -14% | -10 | -2% | -5%
Cc1cc(C)nc(SCCC(=O)Nc2ccccc2Cl)n1 | 1% | 8% | -2% | 2% | 2% | 0.1% | ? | -2% | 4 | 6% | -11%
CC(C)(C)OC(=O)N[C@@H](Cc1ccccc1)C(=O)NCC1CCC(C(=O)N[C@@H](CCC(N)=O)C(=O)O)CC1 (some centres not stated) | 3% | 9% | 11% | -6% | 3% | -0.8% | 1% | 1% | 13 | 12% | -6%
CC(=O)N1CCC(C(=O)NCCOc2ccc(C)cc2)CC1 | 0% | 0% | 8% | 1% | 1% | -0.6% | 1% | -1% | 1 | ? | 5%
C/C=C/c1ccc(OCC(=O)NCc2ccccc2OC)c(OC)c1 | -5% | -1% | -1% | nt | 0% | 0.2% | ? | -3% | -8 | 2% | -24%
Cc1cc(C(=O)N/N=C/C=C/c2ccc([N+](=O)[O-])cc2)n[nH]1 | -2% | -3% | 7% | 1% | 4% | -0.1% | ? | 2% | 4 | 3% | -1%
